TcdB inh: TcdB glycohydrolase inhibitors, primary screen, biochemical, single point, plate reader. Toxin B (Clostridioides difficile), P18177. TcdB glycohydrolase enzymatic assay. 350,000 tested, 0.24% active. inhibition, % at 9.99 µM; in the data active means inhibition above about 10%
Y pestis TopoI: Yersinia pestis topoisomerase I inhibitors, primary screen, biochemical, cleavage product accumulation, plate reader, single point. DNA topoisomerase I (Yersinia pestis CO92). Y. pestis Topo-I cleavage product accumulation. activity, % at 10 µM. 360,000 tested, 0.064% active. AID 504884, 2011; in the data active means activity above about 50%, passing the limit was not always enough; further: inactives centre near 2
UGM FP inh: M. tuberculosis UGM enzyme inhibitors, primary screen, biochemical, fluorescence polarization, single point; UDP-galactopyranose mutase (Mycobacterium tuberculosis (strain ATCC 25618 / H37Rv)), …; purified UGM, fluorescence polarization probe displacement; inhibition, % at 10 µM; 320,000 tested, 0.06% active; AID 504406, 2011; in the data active means inhibition above about 10%, passing the limit was not always enough
Target sequence (P9WIQ1 whole entry, looked up): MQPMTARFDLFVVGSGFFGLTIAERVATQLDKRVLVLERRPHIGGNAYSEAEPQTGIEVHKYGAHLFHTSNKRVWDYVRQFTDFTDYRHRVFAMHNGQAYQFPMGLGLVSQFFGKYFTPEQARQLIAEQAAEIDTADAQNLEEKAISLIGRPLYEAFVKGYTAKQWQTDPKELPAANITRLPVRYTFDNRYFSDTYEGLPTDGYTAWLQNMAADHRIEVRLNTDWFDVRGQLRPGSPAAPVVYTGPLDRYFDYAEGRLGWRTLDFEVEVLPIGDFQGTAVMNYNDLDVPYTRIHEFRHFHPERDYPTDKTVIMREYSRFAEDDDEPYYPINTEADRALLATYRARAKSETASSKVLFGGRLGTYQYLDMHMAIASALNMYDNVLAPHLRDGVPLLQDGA
GDH-TPI inh: GDH-TPI coupling enzyme inhibitors, primary screen, artefact control for M. tuberculosis FBA inhibitor project, biochemical, absorbance, full deck; GDH-TPI coupled enzyme counterscreen, NADH absorbance; inhibition, % at 4.8 µM; 360,000 tested, 1.2% active; AID 588335, 2011; in the data active means inhibition above about 30%;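 further: 0% = DMSO wells and 100% = wells lacking the enzyme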
Mtb BioA inh: M. tuberculosis BioA enzyme inhibitors, primary screen, biochemical, plate reader, single point, HTS; 360,000 tested, 0.096% active; inhibition, % at 9.99 µM; purified M. tuberculosis BioA enzyme; 7,8-diaminopelargonic acid synthase BioA (Mycobacterium tuberculosis); AID 602481, 2012; in the data active means inhibition above about 40%
FadD28 binding: inhibitors of FadD28 bisubstrate probe binding, primary screen, biochemical, fluorescence polarization, single point | Mycobacterium tuberculosis FadD28 fatty-acid-AMP ligase | inhibition, % at 12.5 µM | 360,000 tested, 0.22% active; in the data active means inhibition above about 8.5%, passing the limit was not always enough
PfHsp40 yeast: rescue of yeast from PfHsp40 toxicity, primary screen, S. cerevisiae, ATP luminescence | S. cerevisiae expressing PfHsp40, growth rescue | growth rescue, % at 12.5 µM | 340,000 tested, 0.68% active | AID 504582, 2011; in the data active means growth rescue above about 28%, passing the limit was not always enough;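 further: yeast W303a lacking pdr1 and pdr3 grown in galactose medium; growth measured after three days at 30 °C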
Mtb FBA inh: Mtb FBA enzyme inhibitors, primary screen, biochemical, fluorescence, strain H37Rv; Fructose-bisphosphate aldolase (Mycobacterium tuberculosis (strain ATCC 25618 / H37Rv)), …; purified M. tuberculosis FBA, fluorescence read-out; inhibition, % at 1 µM; 360,000 tested, 2.3% active; in the data active means inhibition above about 27%;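 further: 0% = vehicle and 100% = reference inhibitor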
Target sequence (P9WQA3 whole entry, looked up): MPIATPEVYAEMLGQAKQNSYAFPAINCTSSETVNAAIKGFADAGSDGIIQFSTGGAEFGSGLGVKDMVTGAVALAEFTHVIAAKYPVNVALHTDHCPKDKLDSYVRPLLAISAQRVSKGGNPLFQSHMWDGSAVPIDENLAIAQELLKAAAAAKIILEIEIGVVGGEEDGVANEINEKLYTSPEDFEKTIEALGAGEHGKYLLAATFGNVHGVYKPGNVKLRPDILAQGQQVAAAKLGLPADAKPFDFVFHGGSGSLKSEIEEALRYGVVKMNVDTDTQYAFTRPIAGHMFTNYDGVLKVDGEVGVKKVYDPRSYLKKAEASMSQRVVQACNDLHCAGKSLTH
Vc quorum ag: inducers of Vibrio cholerae quorum light production without autoinducers, primary screen, BH1578 luxS cqsA deficient, single point | AID 588436, 2011 | activation, % at 18.7 µM | 350,000 tested, 0.16% active | V. cholerae BH1578 lux reporter, luminescence, 6 h; in the data active means activation mostly above about 9.7%, no sharp cut-off; further: not every result past the cut was called active; inactives centre near 0; reference of the scale not given here
An asterisk follows results filed as active; i = inactive; . = no result given. No enrichment for hits; overall some 4.6% were active at least once.

SMILES | TcdB inh | Y pestis TopoI | UGM FP inh | GDH-TPI inh | Mtb BioA inh | FadD28 binding | PfHsp40 yeast | Mtb FBA inh | Vc quorum ag
Cc1ccc(SCC(=O)Nc2ccc(F)cc2[N+](=O)[O-])cc1C | -0.7 | 0 | 1.1 | 9 | . | -1.4 | -0.7 | -2 | -0.2
COc1cccc(C(=O)Nc2ccc(S(=O)(=O)Nc3onc(C)c3C)cc2)c1 | . | -1 | 3.5 | 5 | 1.3 | 0.4 | 0.3 | -1 | -0.3
N[C@@H](Cc1ccc(F)cc1)C(=O)O | 1.6 | -1 | . | -8 | -0.9 | -3.8 | -0.9 | -3 | 0.6
O=C(CSc1nccc(=O)[nH]1)c1cc2ccccc2o1 | -0.5 | 0 | 1.5 | 19 | . | -0.5 | -0.7 | 2 | -0.3
CCCCN1C[C@H](C)[C@@H](CC(=O)NC)C1=O | 0.3 | 7 | . | 0 | -0.7 | -0.1 | . | 2 | -0.4
CCCCCc1c(O)c2ccccc2[nH]c1=O | . | 3 | -0.4 | 15 | -3.1 | -0.2 | 0.2 | 29* | -0.4
CCCCN(CC)C(=O)c1ccccc1Oc1ccccc1 | . | 8 | -3.7 | 6 | . | -0.6 | -0.5 | 3 | -0.2
CCC(CC)NC(=O)c1cc(S(=O)(=O)N2CCCCC2)ccc1N1CCOCC1 | -0.2 | -5 | 2.9 | 2 | -0.7 | -1.8 | 0.4 | -1 | -0.3
CCOc1ccc(NC(=O)C(CC(=O)O)Cc2ccccc2)cc1 (stereo unspecified) | 0.2 | 5 | 5.5 | 5 | . | -0.6 | 2.2 | 8 | 1.4
Cc1ccc(C)c(N(CC(=O)NC2CCCCC2)C(=O)CNC(=O)c2ccco2)c1 | 0.3 | 22 | -0.4 | -9 | -1.2 | -3.9 | -0.1 | -3 | -0.2
O=C(COC(=O)C1=COCCO1)NC(=O)c1ccc(OC(F)F)cc1 | -2.4 | 3 | -0.2 | -17 | -1.6 | -4.9 | -1.2 | 3 | 0.0
Cc1cc(NC(=O)CSc2nnc(-c3ccco3)o2)no1 | 0.8 | -6 | -0.3 | -1 | 0.1 | -5.7 | -2.2 | 4 | .
CCOc1cc(C#N)ccc1OCC(=O)N1CCN(C(=O)c2cccs2)CC1 | -0.6 | 5 | -0.8 | 5 | -0.4 | -2.6 | 0.0 | -2 | i
CCOC(=O)C1CCCN(S(=O)(=O)c2ccc(S(=O)(=O)N3CCCC3)cc2)C1 (stereo unspecified) | 0.9 | -1 | 2.0 | 3 | -0.6 | -3.9 | -0.8 | -4 | i
CCC(C(=O)Nc1ccccc1)c1ccccc1 (stereo unspecified) | . | -6 | -1.2 | 16 | 1.2 | -3.1 | -1.6 | 2 | 1.5
CC1CCC(N(C)C(=O)CN2C(=O)NC(c3ccccc3)(c3ccccc3)C2=O)CC1 (stereo unspecified) | -0.2 | 29 | . | 12 | -0.5 | -0.1 | . | 0 | i
CC1Cc2ccccc2N1S(=O)(=O)c1c(N)n(C)c(=O)n(C)c1=O (stereo unspecified) | 0.1 | -5 | 3.1 | -3 | -1.6 | -0.2 | -0.1 | 3 | i
CC[C@]12c3[nH]c4cc(CCC(=O)N(C)C)ccc4c3CCN1C(=O)[C@@H](CC(=O)NCCN1CCOCC1)C[C@@H]2C(=O)N1CCN(C(=O)c2ccco2)CC1 | 0.5 | -2 | . | -7 | 0.3 | -2.3 | 0.6 | 0 | -1.0
NC(=S)N/N=C/c1ccc(-c2cc(Cl)c(Cl)cc2Cl)o1 | 0.4 | 5 | -0.4 | 24 | . | -3.3 | 5.4 | 4 | -0.3
S=P(NC1CCCCC1)(N1CC1)N1CC1 | -0.3 | -7 | -1.7 | -8 | -0.2 | -3.2 | 1.0 | -3 | -1.6
Cc1ccc(S(=O)(=O)N(CC(=O)NCc2ccncc2)C2CCCCC2)cc1 | . | 17 | 1.0 | -8 | -1.4 | -4.8 | 1.3 | 6 | 0.4
O=C(Nc1cccc(S(=O)(=O)N2CCOCC2)c1)c1ccc(Cl)c([N+](=O)[O-])c1 | 1.4 | -5 | 1.4 | -2 | 0.5 | -5.6 | 0.6 | -5 | i
Cc1ccc(CN2CCSc3ccc(C(=O)N4CCOCC4)cc32)cc1 | . | 31 | 1.7 | 19 | 1.3 | -1.8 | -0.7 | 17 | i
CCNc1nc(NC(C)C)nc(Nn2cnnc2)n1 | . | -7 | -1.0 | 0 | -1.6 | -1.9 | 0.2 | -1 | i
CCNC(=O)/C(=C/c1ccc2c(c1)OCO2)NC(=O)c1ccc(Br)cc1 | . | -3 | 1.9 | 21 | -0.5 | 1.3 | 1.9 | -2 | -2.8
COc1ccccc1CNC(=O)c1ccc(OCC2CCCO2)cc1 (stereo unspecified) | . | 7 | -1.0 | -2 | . | 0.5 | -0.2 | -1 | -0.3
O=S(=O)([N-]c1nc2ccccc2nc1-[n+]1ccccc1)c1ccc(Cl)cc1 | . | -6 | -1.6 | 15 | -2.7 | -1.1 | 0.9 | 0 | i
CCCCn1c(=N)n(CC(=O)O)c2ccccc21 | -1.7 | 8 | 1.9 | 4 | . | 0.6 | 3.3 | 0 | 1.0
CC(C(N)=O)N1c2cccc3cccc(c23)S1(=O)=O (stereo unspecified) | -0.3 | -1 | 0.0 | 9 | . | 0.8 | -0.2 | 9 | -1.1
CC(C)Cc1nnc(NC(=O)CSc2nc(O)c(Cc3ccccc3)c(=O)[nH]2)s1 | 2.4 | 5 | -0.6 | -8 | . | -5.5 | -1.3 | -6 | -0.3
CC1(C)CC2CC(C)(CN2CC(O)COc2ccccc2)C1 (stereo unspecified) | 1.8 | 5 | 3.0 | 0 | . | -1.8 | -0.6 | 0 | -0.2
COC(=O)c1ccc(NC(=O)CSc2nnc(CNc3ccc(OC)cc3)n2C)cc1 | . | -9 | -0.1 | 7 | 18 | -2.2 | -1.1 | 0 | .
CCOc1ccc(C(=O)N(C)C2CCS(=O)(=O)C2)cc1 (stereo unspecified) | . | -1 | 1.1 | 2 | 0.2 | -0.9 | -0.7 | -3 | i
CCOC(=O)C1=C(C)NC(=S)N(C(C)=O)C1c1ccccc1 (stereo unspecified) | -0.5 | 0 | -1.4 | 21 | -1.9 | 0.2 | 0.0 | 1 | 2.9
CC1(C(=O)OCC(=O)NC(=O)c2ccccc2)CC1(Cl)Cl (stereo unspecified) | 0.4 | -9 | 5.1 | 3 | . | -1.2 | 1.2 | 2 | i
COc1cccc(CN2CC(C(=O)N3CCCCCC3)CCC2=O)c1 (stereo unspecified) | 1.0 | 5 | 1.5 | -4 | -0.2 | -1.0 | -0.4 | 18 | -0.3
C=CCSc1nc(=O)n2ccccc2n1 | -1.6 | 7 | 3.1 | 10 | -1.5 | -1.2 | -1.0 | -5 | 0.9
O=C(O)CC[C@@H](C(=O)O)N1C(=O)c2ccccc2C1=O | 0.7 | 1 | 3.9 | -6 | -0.8 | 1.4 | -1.2 | 1 | -0.3
CCN(CC)c1nc(N2CCOCC2)c(C#N)c2c1CN(C)CC2 | . | -3 | 0.6 | 9 | . | -3.8 | 0.0 | -2 | -3.1
O=C1CC(c2ccco2)=Nc2ccccc2N1 | . | -4 | -3.0 | 23 | -2.2 | -2.5 | -0.5 | -5 | 2.8
COc1ccc(CN2CCN(C(=O)c3ccco3)CC2)cc1OCc1ccccc1 | . | 15 | 2.9 | 8 | 2.7 | -4.1 | -1.9 | 2 | i
CC(Sc1ccc2c(c1)OCCO2)C(=O)Nc1ccc(N2CCOCC2)cc1 (stereo unspecified) | -1.0 | -2 | 0.1 | -6 | . | -2.3 | 1.8 | 1 | -0.3
COc1cc(OC)cc(-c2cc(N)n(S(=O)(=O)Cc3ccccc3)n2)c1 | 1.7 | 10 | -0.1 | 5 | 1.7 | -11 | 1.1 | -2 | .
CCN(CC)C(=O)CSc1nc2cc3c(cc2c(=O)n1CCCCCC(=O)NCc1ccc(OC)cc1)OCO3 | 1.5 | 9 | -0.5 | 9 | . | -3.6 | 1.9 | -1 | 2.4
CC1C(=O)N2CCCc3cc(NS(=O)(=O)c4ccc([N+](=O)[O-])cc4)cc1c32 (stereo unspecified) | -1.3 | -2 | 1.6 | 5 | 2.2 | -1.8 | 0.2 | 2 | i
COc1ccccc1N1CCN(C(=O)COc2cc(C)cc(C)c2)CC1 | 3.5 | 12 | 3.6 | 7 | . | 0.5 | -0.5 | 0 | -2.0
O=C(CSc1nnc(-c2ccco2)n1-c1ccccc1)N1CCOCC1 | . | 6 | -4.4 | -12 | . | -3.9 | 1.3 | 3 | -0.4
COCc1cc(C)nc(SCc2nc3ccccc3c(=O)[nH]2)c1C#N | 1.9 | -3 | 2.6 | 10 | . | 0.7 | -2.1 | 0 | -0.1
Nc1nnc(SCC(=O)Nc2cccc(Cl)c2)s1 | 1.7 | -9 | . | -9 | . | -3.3 | -0.3 | 3 | -1.8
C=CCN(CC=C)Cc1cc(=O)oc2cc(C)c(C)cc12 | -2.2 | . | . | . | 0.5 | -3.2 | . | 2 | .
COc1ccccc1/C=C/C=N/n1c(-c2ccc(F)cc2)n[nH]c1=S | 1.7 | 9 | -1.9 | 12 | 0.8 | -0.8 | . | 0 | 1.4
CCN(C(=O)CSc1nc2ccc(Cl)cc2[nH]1)C1CCS(=O)(=O)C1 (stereo unspecified) | 1.4 | 2 | 1.1 | 12 | 4.8 | -2.6 | 0.2 | -1 | i
O=C(NC1CCCCC1)C1CCN(c2ncccn2)CC1 | -0.4 | -4 | 3.8 | 4 | -1.5 | -2.1 | -0.1 | -2 | -0.5
NC(=O)C1CCN(C(=O)c2ccc([N+](=O)[O-])cc2NC(=O)c2cccs2)CC1 | 1.0 | -1 | -5.2 | 8 | -0.4 | -0.4 | 0.5 | 2 | -0.4
O=C(COc1ccc(S(=O)(=O)Nc2ccccc2)cc1)NCc1ccccn1 | -0.5 | 3 | 2.6 | -2 | -0.4 | 1.5 | -0.1 | 4 | -0.2
Cc1ccc2c(C)nc(N/C(N)=N/S(=O)(=O)c3ccccc3)nc2c1 | 0.2 | 6 | 4.0 | 6 | -1.2 | -1.1 | -0.4 | 0 | i
O=C(O)c1sccc1SCc1ccc(Cl)c(Cl)c1 | . | -3 | -0.6 | -6 | 3.4 | -6.0 | 1.6 | 2 | i
CC(=O)c1ccc(NC(=S)NCCc2ccc(S(N)(=O)=O)cc2)cc1 | 2.1 | -9 | 0.6 | 4 | -0.1 | -1.0 | -0.8 | -3 | -0.2
O=C(CCC(=O)c1cccs1)NCc1ccc(F)cc1 | . | 16 | -1.5 | 13 | 0.2 | -0.5 | 1.0 | -3 | i
O=C(COc1coc(CN2CCc3ccccc3C2)cc1=O)Nc1ccc(Cl)cc1 | -0.2 | 0 | -2.2 | -7 | 1.3 | -5.0 | 0.9 | 4 | -0.7

An excerpt from the list above:
SMILES | TcdB inh | Y pestis TopoI | UGM FP inh | GDH-TPI inh | Mtb BioA inh | FadD28 binding | PfHsp40 yeast | Mtb FBA inh | Vc quorum ag
O=C(O)c1sccc1SCc1ccc(Cl)c(Cl)c1 | . | -3 | -0.6 | -6 | 3.4 | -6.0 | 1.6 | 2 | i
CC(=O)c1ccc(NC(=S)NCCc2ccc(S(N)(=O)=O)cc2)cc1 | 2.1 | -9 | 0.6 | 4 | -0.1 | -1.0 | -0.8 | -3 | -0.2
O=C(CCC(=O)c1cccs1)NCc1ccc(F)cc1 | . | 16 | -1.5 | 13 | 0.2 | -0.5 | 1.0 | -3 | i
O=C(COc1coc(CN2CCc3ccccc3C2)cc1=O)Nc1ccc(Cl)cc1 | -0.2 | 0 | -2.2 | -7 | 1.3 | -5.0 | 0.9 | 4 | -0.7

Compound activity: PubChem BioAssay, several laboratories
